L3MBTL1 block: qHTS Assay for the Inhibitors of L3MBTL1 | Lethal(3)malignant brain tumor-like protein 1 (Homo sapiens), Q9Y468 | Potency, µM (highest dose often 57.1 µM), for inactives: at the highest dose activity, negative = inhibition, most hits filed as inhibitors | AID 485360, 2010 | actives 0.66% (n = 230,000) | AlphaScreen L3MBTL1–H3K9me1 peptide binding; active = well fitted inhibition curve with a large enough effect; inconclusive = small, poorly fitted or top-dose-only effect; inactive = no such curve, though single readings can be large or run the other way; also: nearly all actives have a fitted effect of over 60% in size
Target sequence (Q9Y468 whole entry, looked up): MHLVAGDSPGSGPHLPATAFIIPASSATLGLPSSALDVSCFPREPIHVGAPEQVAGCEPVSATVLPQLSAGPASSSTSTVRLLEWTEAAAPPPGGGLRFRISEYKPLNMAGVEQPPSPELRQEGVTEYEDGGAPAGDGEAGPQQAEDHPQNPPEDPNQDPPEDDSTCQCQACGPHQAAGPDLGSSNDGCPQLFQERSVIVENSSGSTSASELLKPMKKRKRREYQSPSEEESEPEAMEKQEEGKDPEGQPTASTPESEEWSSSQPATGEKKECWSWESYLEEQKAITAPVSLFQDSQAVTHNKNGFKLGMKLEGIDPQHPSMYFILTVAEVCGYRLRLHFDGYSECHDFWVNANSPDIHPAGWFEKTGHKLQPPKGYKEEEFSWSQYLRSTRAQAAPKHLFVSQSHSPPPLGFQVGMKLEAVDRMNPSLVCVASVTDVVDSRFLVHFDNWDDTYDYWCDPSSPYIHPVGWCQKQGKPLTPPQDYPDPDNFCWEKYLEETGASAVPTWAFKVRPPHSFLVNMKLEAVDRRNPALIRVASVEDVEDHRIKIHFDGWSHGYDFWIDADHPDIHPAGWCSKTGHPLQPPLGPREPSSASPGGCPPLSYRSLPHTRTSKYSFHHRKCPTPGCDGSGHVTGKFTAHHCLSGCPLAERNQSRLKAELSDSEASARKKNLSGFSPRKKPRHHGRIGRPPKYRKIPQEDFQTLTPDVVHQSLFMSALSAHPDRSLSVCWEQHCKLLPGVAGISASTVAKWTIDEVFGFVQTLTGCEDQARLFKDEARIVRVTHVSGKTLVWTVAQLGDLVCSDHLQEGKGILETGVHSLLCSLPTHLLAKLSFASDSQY
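AlphaScreen assay: L3MBTL1 (50 nM final) was preincubated 30 min at room temperature with biotinylated H3(1-15)K9me1 peptide (75 nM final), then 30 min with library compounds; streptavidin donor and nickel chelate acceptor beads (10 ug/mL final) added, 30 min dark.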
* = called active by the depositor; ? = inconclusive; [ ] = another dose, or the depositor's remark. % is scaled to controls: 0 for no effect and ±100 for the full control effect; potency is read from the fitted curve at half-maximal effect. These rows are one share of the data, so the mix of outcomes need not match the whole.

SMILES	L3MBTL1 block
CC(NC(=O)C1CCCN(C(=O)c2ccc(Cl)cc2)C1)c1cccc(C(F)(F)F)c1 (configuration not stated)	4%
CCOC(=O)C1=C(COC(=O)/C=C/c2ccccc2F)NC(=O)NC1C (configuration not stated)	0%
CCOC(=O)c1ccc(S(=O)(=O)NC2CCC(C)CC2)cc1 (configuration not stated)	-1%
CCOC(=O)[C@@H]1[C@H]2COc3ccccc3[C@H]2N2C(=O)N(c3ccc(Cl)cc3)C(=O)[C@@]12C	-6%
COc1ccc(CNC(=O)[C@@H](NC(=O)C2CCN(C(=O)[C@@H](N)Cc3ccccc3)CC2)C(C)C)cc1	0%
CC(C)c1ccc(-c2nnn(CC(=O)N3CCCCC3)n2)cc1	-3%[2.29 µM]
Cc1ccc(S(=O)(=O)N2CCOC23CCN(S(=O)(=O)c2cccs2)CC3)cc1	-2%
O=C(CSc1nnc(CN2CCCC2)n1-c1ccccc1)c1ccc2c(c1)OCO2	-7%
O=C(NCCC1CCCCN1S(=O)(=O)c1ccc(F)cc1)C(=O)NCC1CCCO1 (configuration not stated)	-4%
Cc1noc(C)c1COc1ccccc1C(=O)N1CCN(c2cccc(Cl)c2)CC1	16%
Cc1cccc(N=C2NC(=O)C(CO)(CO)S2)c1	1%
CCN1C(=O)/C(=C\c2ccc(-c3cccc(C(=O)OC)c3)o2)SC1=Nc1ccc(C(=O)O)cc1	-11%
CC1CC(C)CN(S(=O)(=O)c2cc3c4c(c2)CCC(=O)N4CCC3)C1 (configuration not stated)	6%
O=C(Nc1nccs1)c1ccc(Cl)c([N+](=O)[O-])c1	-3%
Oc1cc(NCCN2CCOCC2)cc2cccnc12	?
Cn1nc(C(=O)OCC(=O)c2ccccc2)c2ccccc2c1=O	0%
COc1ccc(S(=O)(=O)NCC(c2ccc3c(c2)OCO3)N2CCOCC2)cc1C (configuration not stated)	3%
Cc1ccc(S(=O)(=O)CCC(=O)Nc2cccc(S(=O)(=O)N3CCCCCC3)c2)cc1	-2%
CCC(NS(=O)(=O)c1cccs1)c1ccc(C)cc1 (configuration not stated)	7%
CC(=O)Nc1ccc(S(=O)(=O)NCC(=O)Nc2ccc3c(c2)OCO3)cc1	-1%
CSc1ccccc1NC(=O)CN1C(=O)C2CC=CCC2C1=O (configuration not stated)	-3%
O=C(Nc1ccc(Cl)c(S(=O)(=O)N2CCOCC2)c1)c1cc(=O)[nH]c2ccccc12	-6%
CCOc1ccc(N2CC(C(=O)N3CCN(c4ccccn4)CC3)CC2=O)cc1 (configuration not stated)	1%
CCOC(=O)C1=CC[C@H]2c3c(c4ccccc4n3C)C(=O)C1N2S(=O)(=O)c1ccc(C)cc1	-8%
CCCCCN(C(=O)CCC(=O)OCC(=O)Nc1cccc(CC)c1)c1c(N)n(CCCC)c(=O)[nH]c1=O	-7%
C=C1CC[C@H](O)C/C1=C/C=C1\CCC[C@]2(C)[C@@H]([C@H](C)/C=C/[C@H](C)C(C)C)CC[C@@H]12	-6%
CNC(=O)C1CCN(S(=O)(=O)c2c(C)noc2/C=C/c2cccc(OC)c2)CC1	5%
CCn1cnc2cc(NC(=O)c3ccc(C)cc3)ccc21	1%
COc1ccc(N(CC(=O)NCc2cccs2)S(=O)(=O)c2ccc(F)cc2)cc1	8%
O=C(NCc1ccccc1Br)c1ccc2c(c1)OCCO2	4%
Cc1ccc(CN2[C@@H](CC3CCCCC3)COCCS2(=O)=O)cc1	6%
CC12CCC(=O)N1C(C(=O)N1CCN(S(=O)(=O)c3ccc(Br)cc3Cl)CC1)CS2 (configuration not stated)	7%
CC(C)CN1C(=O)C(=O)N(CC(=O)c2ccc3c(c2)OCO3)C1=O	-5%
N#Cc1cccc(NC(=O)CCc2ccc(S(=O)(=O)N3CCOCC3)cc2)c1	3%
CCOC(=O)C1CCN(C(=O)C(CCSC)NC(=O)COc2ccccc2)CC1 (configuration not stated)	8%
Cc1nn(C2CCS(=O)(=O)C2)c(C)c1CN(C)C(=O)c1ccc(Cl)cc1 (configuration not stated)	7%
COC(=O)[C@]1(C)N[C@H](c2ccc(-c3ccc(Cl)c(Cl)c3)c(OC)c2)[C@@H]2C(=O)N(C)C(=O)[C@@H]21	-13%
COc1ccc(NC(=O)C(CC(=O)O)Cc2ccc(Br)cc2)cc1 (configuration not stated)	10%
COc1cccc(CNC(=O)CCS(=O)(=O)c2ccccc2Cl)c1	-2%
O=C1CN(C(=O)CSc2ccccn2)c2ccccc2N1	-10%
COc1ccc(N2CCN(C(=O)COC(=O)c3ccc(-n4nc(C)cc4C)cc3)CC2)cc1	-11%
Cc1ccccc1Nc1nc(N)nc(COC(=O)c2ccc([N+](=O)[O-])o2)n1	-10%
O=C(O)c1ccccc1C(=O)NCCCCCCNC(=O)c1ccccc1C(=O)O	1%
NCCCn1c(C(=O)c2cc(Cl)c(N)c(Cl)c2)c2ccc([N+](=O)[O-])cc2[n+]1[O-]	-7%
c1ccc(COCCC2CO2)cc1 (configuration not stated)	-4%
COc1ccccc1C(=O)NCCC(=O)NCc1ccncc1	7%
O=C(C[C@@H]1C/C=C\CCC(=O)OC[C@@H]2CCCN2C1=O)N[C@@H](CO)Cc1ccccc1	2%
CCN(C(=O)COC(=O)/C(C#N)=C/c1ccc(OC)cc1)C1CCS(=O)(=O)C1 (configuration not stated)	4%
Cc1ccc(CC2C(=O)N(c3ccc(F)cc3)C(=O)C2C)cc1 (configuration not stated)	-2%[2.29 µM]
O=C1C=C(c2cccc(CO)c2)C[C@@H](c2ccc(Cl)cc2)C1	-5%

The results go on:
SMILES	L3MBTL1 block
COc1cc2ccccc2cc1C(=O)Nc1ccccc1C	9%
COc1ccc(Cl)cc1C(=O)NNC(=O)COC(=O)c1cccs1	1%
CC[C@]12c3[nH]c4ccc(OC)cc4c3CCN1C(=O)C(CC(=O)NCCC1=CCCCC1)C[C@@H]2C(=O)N1CCN(C(=O)C2CC2)CC1 (some centres not stated)	7%
C[C@H]1[C@H](c2ccccc2)C[C@@H](C(=O)O)C1(C)C	5%
O=C(NN=Cc1ccc(F)cc1)c1ccccc1NS(=O)(=O)c1cccs1	0%
COc1ccc2[nH]c3nc(SCC(=O)Nc4cccc(NC(C)=O)c4)nnc3c2c1	1%
COc1ccc(-c2cc3nc(C)cc(-c4ccc(OC)cc4)n3n2)cc1	13%[2.29 µM]
O=C(COC(=O)CC1CC2CCC1C2)Nc1ccccc1Cl (configuration not stated)	36%[activator]
O=C(Nc1cccc(C(F)(F)F)c1)c1cccnc1NCCO	6%
C[C@H](CO)N1C[C@H](C)[C@@H](CN(C)C(=O)Nc2ccc3c(c2)OCO3)Oc2ccc(NC(=O)NC3CCCCC3)cc2C1=O	-1%
CC1CC(C)CN(C(=O)c2ccc3ncsc3c2)C1 (configuration not stated)	-5%
N/C(=N\OC(=O)c1ccccc1F)c1cccc([N+](=O)[O-])c1	-2%
O=C([O-])c1cc(-c2ccccc2)cc(-c2ccccc2)[n+]1Cc1ccccc1	44%[activator]
O=C(c1cccc(S(=O)(=O)N2CCN(c3ccccc3)CC2)c1)N1CCCCCCC1	-17%
CCCCOc1ccc(N(CC(=O)NC(C)(C)C)C(=O)CCC(=O)Nc2nccs2)cc1	-5%
COc1ccc(S(=O)(=O)Nc2cc3c4c(c2)CC(=O)N4CCC3)cc1C	-1%
Cc1ccc(C(C)C)c(OCC(=O)NNC(=O)CC2OC(=O)c3ccccc32)c1 (configuration not stated)	22%
COc1cc(-c2cc(C(=O)Nc3cc(S(=O)(=O)N4CCOCC4)ccc3C)c3ccccc3n2)cc(OC)c1OC	-1%
CC(C)(O)[C@H](O)Cc1cc2ccc(=O)oc2cc1O[C@@H]1O[C@H](CO)[C@@H](O)[C@H](O)[C@H]1O	3%
CCCCN(CC(=O)Nc1cccc(S(=O)(=O)N2CCCC2)c1)Cc1nc2ccccc2c(=O)[nH]1	-6%
Cn1c(CCC(=O)O)nc2cc(S(=O)(=O)N3CCCCC3)ccc21	5%
O=C(CCNS(=O)(=O)c1ccc(Br)cc1)NCc1ccco1	0%
C(=N\Nc1ccccn1)/c1cccnc1	-8%[2.29 µM]
O=C(Nc1ccc(F)cc1)C1CCCN(C2=NS(=O)(=O)c3ccccc32)C1 (configuration not stated)	-1%
CCOc1cc(Br)cc(/C=N/NC(=O)c2cccnc2)c1O	?
CN[C@@H](C)C(=O)NC[C@H]1O[C@@H](n2cnc3c(N)ncnc32)[C@H](O)[C@@H]1O	4%
COc1ccc(Cl)cc1-c1n[nH]c(=S)n1Cc1ccccc1	5%
Nc1nc(SCc2ccc(F)cc2)n[nH]1	0%[2.29 µM]
Cc1ccc(S(=O)(=O)CCC(=O)Nc2nnc(-c3ccccc3S(C)(=O)=O)o2)cc1	-13%
Cc1ccc(S(=O)(=O)N2CCN(C(=O)CSc3ncn[nH]3)CC2)c(C)c1	4%

Arranged by molar mass (smallest number first): three of the compounds above
SMILES	L3MBTL1 block
COc1ccc(Cl)cc1-c1n[nH]c(=S)n1Cc1ccccc1	5%
O=C(CCNS(=O)(=O)c1ccc(Br)cc1)NCc1ccco1	0%
Cc1ccc(S(=O)(=O)CCC(=O)Nc2nnc(-c3ccccc3S(C)(=O)=O)o2)cc1	-13%

(further entries)
SMILES	L3MBTL1 block
C[C@H]1CN([C@@H](C)CO)C(=O)Cc2cc(NC(=O)CCC(F)(F)F)ccc2O[C@H]1CN(C)CC1CC1	5%
O=C(COC(=O)c1cccc(OC(F)F)c1)NC(=O)NC1CCCCC1	39%[activator]
COCCN(C(=O)CSc1nnc(-c2ccc(C(C)(C)C)cc2)n1N)c1c(N)n(CC(C)C)c(=O)[nH]c1=O	1%
CC(=O)N1CCN(C(=O)c2ccc(NS(=O)(=O)c3ccc4[nH]c(=O)[nH]c4c3)cc2)CC1	6%
O=C(c1cccc(Br)c1)N1CCN(c2ccc(N3CCOCC3)nn2)CC1	3%
O=C(COc1ccc(F)cc1Br)NCCCN1CCCC1=O	2%
CSC(C(=O)c1cc2ccccc2o1)c1ccccc1 (configuration not stated)	39%[activator]
O=C(O)c1ccc(C=NNC(=O)c2ccccc2NS(=O)(=O)c2cccs2)cc1	0%
COc1ccc(S(=O)(=O)N2CCN(C(=O)c3cc(C)oc3C)CC2)cc1OC	-7%
O=C(CSc1nnc2ccc(-c3cccnc3)nn12)Nc1ccc(F)cc1	8%

The closing three records of the part before are carried over, then new ones follow.
SMILES	L3MBTL1 block
O=C(O)c1ccc(C=NNC(=O)c2ccccc2NS(=O)(=O)c2cccs2)cc1	0%
COc1ccc(S(=O)(=O)N2CCN(C(=O)c3cc(C)oc3C)CC2)cc1OC	-7%
O=C(CSc1nnc2ccc(-c3cccnc3)nn12)Nc1ccc(F)cc1	8%
CN(C)S(=O)(=O)c1cccc(NC(=O)c2ccc(-n3cncn3)c([N+](=O)[O-])c2)c1	3%
O=C(CN1CCN(Cc2cccc(F)c2)CC1)NCc1ccccc1	1%
Cc1cccc(C(=O)NCC(=O)OCc2nc(N)nc(Nc3ccccc3C)n2)c1	7%
CC(C)CC1NC(=O)N(CC(=O)Nc2ccc3c(c2)OCCO3)C1=O (configuration not stated)	-8%
COc1ccccc1C(C)Nc1ccc(S(=O)(=O)N2CCN(C)CC2)cc1[N+](=O)[O-] (configuration not stated)	?
CC(C)Sc1nc2c(c(=O)[nH]c(=O)n2C)n1Cc1ccccc1	1%
CC1(c2ccccc2)NC(=O)N(CC(=O)Nc2ccc(N3CCOCC3)cc2)C1=O (configuration not stated)	-5%
C[C@H](CO)N1C[C@H](C)[C@@H](CN(C)C(=O)Nc2ccc(C(F)(F)F)cc2)Oc2ccc(NC(=O)NC3CCCCC3)cc2C1=O	2%
CN(C)S(=O)(=O)c1cccc(NC(=S)NC(=O)c2ccco2)c1	-12%
COc1ccccc1NC(=O)COC(=O)CCn1c(C)csc1=O	10%
CN(CC(=O)Nc1cccc(F)c1)C(=O)c1ccc(N2C(=O)c3ccccc3C2=O)cc1	-4%
Cc1ccc(C(=O)NCc2cccc(C(F)(F)F)c2)cc1S(=O)(=O)N1CCCCC1	4%
O=C(Nc1cccc(C(=O)NC2CC2)c1)c1ccc(Cl)c(S(=O)(=O)N2CCOCC2)c1	-2%
CSc1nc(N2CCOCC2)nc2ccc(C)cc12	95%[activator]
Cc1ccc(C(C)C)c(OCC(=O)NNCC(=O)Nc2cccc(F)c2)c1	-7%
Cc1ccc(SCC(=O)OCC(=O)N2CCN(C(=O)c3ccco3)CC2)c(C)c1	1%
CN(CCCNC(=O)c1ccccc1F)CCCNC(=O)c1ccccc1F	-3%
Cc1cc(NC(=O)COc2ccccc2C(N)=O)no1	8%
O=C(CCNS(=O)(=O)c1ccccc1)OCC(=O)c1ccc[nH]1	-20%
CC(C)CN(C(=O)COC(=O)c1cnccn1)c1c(N)n(Cc2ccccc2)c(=O)[nH]c1=O	3%
CN(C(=O)CSc1nncc2ccccc12)c1ccccc1	-5%
C=CCn1cc(/C=C/c2cc[n+](C)cc2)c2ccccc21	2%
O=C(Nc1ccc(S(=O)(=O)Nc2ncccn2)cc1)C1=COCCO1	-7%

Retrieved one by one from the list above:
SMILES	L3MBTL1 block
CN(CC(=O)Nc1cccc(F)c1)C(=O)c1ccc(N2C(=O)c3ccccc3C2=O)cc1	-4%
CN(C(=O)CSc1nncc2ccccc12)c1ccccc1	-5%
CC(C)CN(C(=O)COC(=O)c1cnccn1)c1c(N)n(Cc2ccccc2)c(=O)[nH]c1=O	3%
CSc1nc(N2CCOCC2)nc2ccc(C)cc12	95%[activator]
O=C(Nc1ccc(S(=O)(=O)Nc2ncccn2)cc1)C1=COCCO1	-7%
C=CCn1cc(/C=C/c2cc[n+](C)cc2)c2ccccc21	2%

Compound activity (PubChem BioAssay)
